Bioassay records deposited in PubChem by National Center for Advancing Translational Sciences (NCATS).
HEK293 tox: Cytotoxic Profiling in HEK 293 Cell Line of Diverse Libraries Using Quantitative High-Throughput Screening; HEK 293 viability, ATP luminescence (CellTiter-Glo), 48-72 h; Potency, µM (titrated, usually from 115 µM), inactives show at the highest dose activity change, negative = cytotoxicity, hits mostly inhibitors; 94,000 tested, 6.6% active; further: potency means the concentration at half of the fitted maximal effect; nearly all actives have a fitted effect of over 60% in size
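HEK 293 seeded at 250 cells/well receive compound via pintool. After 48 or 72 hr at 37 degree Celsius, 5% CO2 and 95% humidity, CellTiter-Glo is dispensed and luminescence read following 10 min at room temperature.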
NIH3T3 tox: Cytotoxic Profiling in NIH 3T3 Cell Line of Diverse Libraries Using Quantitative High-Throughput Screening; NIH 3T3 viability, CellTiter-Glo ATP luminescence, 48-72 h; Potency, µM (doses to about 96.7 µM), without a hit: at the top dose activity change, negative = cytotoxicity, usual class: inhibitors; 94,000 tested, 4.3% active; AID 1345082, 2018; further: potency means the concentration at half of the fitted maximal effect; nearly all actives have a fitted effect of over 55% in size
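Cells were seeded at 400 per well, treated with pin-transferred compound, and kept 48 or 72 hr at 37 °C before CellTiter-Glo addition and luminescence imaging of cellular ATP.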
IP6K1 inhibitor: Primary qHTS assay for small molecule inhibitors of Inositol hexaphosphate kinase 1 (IP6K1); 140,000 tested, 0.81% active; Inositol hexakisphosphate kinase 1 (Homo sapiens), Q92551; activity change, % (series mostly up to about 58 µM); IP6K1 kinase, ADP-Glo luminescence, 2 h; active compounds read low; in the data active means activity change below about -25%
Target sequence (Q92551 whole entry, looked up): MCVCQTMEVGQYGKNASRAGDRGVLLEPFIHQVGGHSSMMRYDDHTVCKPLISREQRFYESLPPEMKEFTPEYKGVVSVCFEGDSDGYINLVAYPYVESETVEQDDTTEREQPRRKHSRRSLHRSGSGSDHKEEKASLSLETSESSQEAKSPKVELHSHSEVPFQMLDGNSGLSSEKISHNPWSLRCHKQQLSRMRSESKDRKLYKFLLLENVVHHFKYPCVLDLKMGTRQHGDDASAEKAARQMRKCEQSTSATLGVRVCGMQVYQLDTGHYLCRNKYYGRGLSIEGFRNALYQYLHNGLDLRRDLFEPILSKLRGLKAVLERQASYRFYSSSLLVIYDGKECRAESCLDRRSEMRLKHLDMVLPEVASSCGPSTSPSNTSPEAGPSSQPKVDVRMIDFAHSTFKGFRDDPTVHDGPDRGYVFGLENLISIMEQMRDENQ
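ADP-Glo luminescence measures ADP made by human IP6K1 during a 2 h RT reaction with ATP/IP6 (mix at 1.3 mM/130 uM); top library doses 57.5 and 19.1 uM final.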
FLuc inh: Firefly luciferase inhibition profiling of diverse chemical library using quantitative high-throughput screening | 76,000 tested, 2.5% active | Luciferin 4-monooxygenase (Photinus pyralis), P08659 | AID 1347043, 2019 | Potency, µM (doses to about 115 µM), for inactives: at the top dose activity change, negative = inhibition, hits mostly inhibitors | purified P. pyralis luciferase, luminescence, biochemical; further: potency means the concentration at half of the fitted maximal effect; nearly all actives have a fitted effect of over 65% in size
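Purified 10nM P. pyralis luciferase with 10uM D-luciferin and 10uM ATP in 50mM Tris acetate pH 7.5, 10mM Mg acetate, 0.01% Tween-20, 0.05% BSA. qHTS titration; luminescence read by CCD imager.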
SNCA expr inh: Primary qHTS assay for inhibitors of alpha-synuclein gene (SNCA) expression | HEK-293 SNCA-luciferase knock-in, luminescence, 24 h | Potency, µM (highest dose often 57.2 µM), for the others: top-dose activity change, negative = inhibition, usual class: inhibitors | 140,000 tested, 0.17% active | AID 1671194, 2021;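 further: potency means the concentration at half of the fitted maximal effect; plate controls were DMSO cells for no effect and cell-free wells for full effect; nearly all actives have a fitted effect of over 45% in size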
SNCA viab count: GF-AFC viability counterscreen for inhibitors of alpha-synuclein gene (SNCA) expression; HEK-293-SNCA-luc viability, GF-AFC fluorescence, 24 h; Potency, µM (doses to about 57.1 µM), for inactives: at the top dose activity change, negative = cytotoxicity, usual class: cytotoxic; 150,000 tested, 0.12% active; AID 1671193, 2021;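 further: potency means the concentration at half of the fitted maximal effect; 0% = DMSO-treated cells and -100% = medium-only wells without cells; nearly all actives have a fitted effect of over 30% in size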
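HEK-293-SNCA-luc cells (1500/well) plated 24 h, then exposed 24 h to a dilution series; GF-AFC added 30 min at 37C, fluorescence 405/540 nm; normalised to medium-only and DMSO wells, Hill fit.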
GPT2 inh: Primary qHTS assay for inhibitors of Glutamate pyruvate transaminase 2 (GPT2). 100,000 tested, 0.25% active. AID 1671188, 2021. Potency, µM (highest dose often 57.7 µM), for the others: top-dose activity change, negative = inhibition, actives largely listed as inhibitors. Recombinant GPT2, coupled pyruvate oxidase/HRP Amplex Red fluorescence; further: potency means the concentration at half of the fitted maximal effect; nearly all actives have a fitted effect of over 60% in size; many of its hits are not listed in these tables
Target sequence (Q8TD30 whole entry, looked up): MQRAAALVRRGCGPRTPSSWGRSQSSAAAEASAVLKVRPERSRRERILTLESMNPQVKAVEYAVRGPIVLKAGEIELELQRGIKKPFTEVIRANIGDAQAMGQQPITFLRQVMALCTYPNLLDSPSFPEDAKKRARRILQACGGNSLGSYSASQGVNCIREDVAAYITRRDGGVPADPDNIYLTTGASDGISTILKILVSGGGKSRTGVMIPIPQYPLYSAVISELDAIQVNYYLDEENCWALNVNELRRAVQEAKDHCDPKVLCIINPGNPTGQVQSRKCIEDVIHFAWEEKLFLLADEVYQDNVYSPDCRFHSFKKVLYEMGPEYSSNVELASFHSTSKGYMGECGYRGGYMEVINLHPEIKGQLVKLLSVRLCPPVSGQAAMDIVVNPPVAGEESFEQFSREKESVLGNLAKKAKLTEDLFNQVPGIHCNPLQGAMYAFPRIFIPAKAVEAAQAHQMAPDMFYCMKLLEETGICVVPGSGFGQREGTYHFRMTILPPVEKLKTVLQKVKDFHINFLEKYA
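Fluorescence read-out: pyruvate from GPT2 turnover coupled to pyruvate oxidase, HRP and Amplex Red (0.2mM ThPP, 0.2U/mL PO and HRP, 50uM Amplex final). Substrates 250uM a-KG, 2mM L-alanine; enzyme 10ng/uL; 30 min RT.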
An asterisk follows results filed as active; i = inactive; ? = inconclusive; nt = no result given; [ ] = dose if it differs, or a comment. Unless noted, the call rests on the fitted dose curve; in most records, active means well fitted curve in the direction sought with a large enough effect; inconclusive means small, poorly fitted or top-dose-only effect, or another doubt; inactive means no such curve, though single readings can be large; an effect the other way counts as inactive or inconclusive. Unless noted, on the % scale 0 is the no-effect control and ±100 the full control effect. This is a subset; count on the stated rates, not on these rows.

SMILES	HEK293 tox	NIH3T3 tox	IP6K1 inhibitor	FLuc inh	SNCA expr inh	SNCA viab count	GPT2 inh
O=C(CCCc1ccccc1)N1CCC2(CC1)CN(C1CCC1)CC2CO (stereo not drawn)	?	?	-2	?	32%[activator]	-3%	5%
O=C(c1ccccc1)N1CCC(C(=O)N2CCC(N3CCOC3=O)CC2)CC1	2%	-8%	8	nt	18%	-2%	i
O=C(NCCc1cscn1)c1cccc(S(=O)(=O)NC[C@@H]2CCCO2)c1	-11%	-19%	15	-6%	?	-8%	i
CNC(=O)c1cc(C2CC2)nc2c1c(C1CCN(C(=O)c3ccc(C(F)(F)F)cc3)CC1)nn2C	?	?	-7	nt	nt	nt	nt
CCOC(=O)c1cc(-c2ccc(OC)c(S(=O)(=O)NCc3ccccc3Cl)c2)on1	nt	nt	22	nt	-1%	-5%	nt
Cn1cnnc1CC1CCNCC1	-6%	-17%	1	-7%	-5%	-10%	i
COc1ccc(NC(=O)c2c(NCc3cccc(OC)c3)sc3c2CCC3)cc1	nt	nt	-9	nt	29%	-8%	nt
Cc1ccccc1C(=O)N1CCCN(c2nc3ncccc3o2)CC1	i	0%	-12	-20%	5%	13%	-6%
CCNC(=O)N(C1CC1)C1CCOC2(CCN(C(=O)c3nccc4ccccc34)CC2)C1 (stereo not drawn)	i	0%	-14	-3%	6%	7%	-6%
O=C1NCc2ccccc2CC12CCCCN2Cc1ccc(O)cc1 (stereo not drawn)	-5%	i	-4	nt	1%	-10%	-2%
Cc1ccc(N2CCN(c3cc(C)nc4c(-c5ccc(Cl)cc5)c(C)nn34)CC2C)cc1 (stereo not drawn)	nt	nt	-13	nt	?	-3%	nt
COc1ccc(-c2cccc(C(=O)N3CCN(C(=O)Nc4ccccc4)CC3)c2)nn1	-13%	-23%	-2	nt	nt	nt	nt
Cc1ccccc1NC(=O)CSc1cn(CC(=O)N(C(C)C)C(C)C)c2ccccc12	nt	nt	-18	nt	-1%	-9%	nt
Cc1nc2ccccc2n1CCNC(=O)C1CC(=O)N(c2n[nH]c3ccccc23)C1 (stereo not drawn)	12%	i	-4	3%	9%	-8%	-21%
O=C(Cn1cc(SCc2c(F)cccc2Cl)c2ccccc21)N1CCCCCC1	nt	nt	7	nt	1%	?	nt
O=C(c1cccc2nccnc12)N1CCC2(CC1)CC(N1CCCC1)CCO2 (stereo not drawn)	17%	i	1	-1%	16%	-3%	4%
O=C(c1cccnc1)N1CC(Oc2ccccc2-c2nc(-c3cnccn3)no2)C1	?	-13%	18	nt	22%	?	-2%
Cc1ccccc1Nc1c(-c2ccco2)nc2c(C)cccn12	nt	nt	-5	nt	7%	-20%	nt
COC(=O)c1ccc(CNC(=O)CC2c3cccnc3C(=O)N2c2c(Cl)cccc2Cl)cc1 (stereo not drawn)	?	?	-1	nt	-8%[25.6 µM]	-4%[23.9 µM]	-1%[27.3 µM]
CC(C)c1noc(-c2cccn3c(CNC(=O)C4CCC4)nnc23)n1	-1%	-6%	3	9%	0%	3%	i
Cc1ccc(-c2noc(-c3nnn4c3COC(c3ccc(C)cc3C)C4)n2)cc1 (stereo not drawn)	-1%	i	-5	5%	?	3%	5%
COCCn1ncc(N2CCC(C(=O)N3CCC(N(C)Cc4cccc(Cl)c4)CC3)C2)cc1=O (stereo not drawn)	?	-22%	38	-5%	-18%	12%	i
COC(=O)c1c(-c2cccs2)csc1NC(=O)c1cc(OC)cc(OC)c1	nt	nt	-13	nt	6%	-14%	nt
O=C(N1CCN(S(=O)(=O)c2cccs2)CC1)N1CC2CC(C1)[C@H]1CCCC(=O)N1C2 (stereo partly drawn)	10%	-9%	3	0%	33%[activator]	12%	?
COc1ccc(S(=O)(=O)N2CCC(n3cnnc3C3CC3)CC2)cc1Cl	1%	?	-12	8%	19%	1%	5%
Clc1cccnc1-c1cc(NCc2ccccn2)nc2[nH]ccc12	?	-25%	2	-26%	0%	-6%	-3%
COC(=O)c1ccc(CN(Cc2ccc(OC)c(OC)c2)S(=O)(=O)c2ccc(F)c(C(=O)Nc3cc(C)ccc3C)c2)cc1	nt	nt	27	nt	39%	16%	nt
Cc1cc(C(=O)N[C@@H]2CN(Cc3ccccc3)C[C@H]2CN(C)C)n[nH]1	i	i	-12	9%	-1%	1%	?
O=C(N[C@@H]1CCN(C(=O)c2nnc3n2CCCC3)C[C@H]1O)c1cnccn1	i	-16%	3	0%	-5%	13%	0%
CCOc1ccc(CN2C(=O)c3ccccc3Sc3ccc(C(=O)NCc4ccc(C)cc4)cc32)cc1	nt	nt	-2	nt	-4%	7%	nt

Full records, quoted from the list:
`Clc1cccnc1-c1cc(NCc2ccccn2)nc2[nH]ccc12` across the screens: HEK293 tox: ?; NIH3T3 tox: -25%; IP6K1 inhibitor: 2; FLuc inh: -26%; SNCA expr inh: 0%; SNCA viab count: -6%; GPT2 inh: -3%
`O=C(N1CCN(S(=O)(=O)c2cccs2)CC1)N1CC2CC(C1)[C@H]1CCCC(=O)N1C2` (stereo partly drawn) across the screens: HEK293 tox: 10%; NIH3T3 tox: -9%; IP6K1 inhibitor: 3; FLuc inh: 0%; SNCA expr inh: 33%[activator]; SNCA viab count: 12%; GPT2 inh: ?

Next part:
SMILES	HEK293 tox	NIH3T3 tox	IP6K1 inhibitor	FLuc inh	SNCA expr inh	SNCA viab count	GPT2 inh
O=C(NCCc1ccccc1)Nc1cccc(-c2ccc(N3CCCCC3)nn2)c1	?	-27%	-10	0.25µM*	?	-4%	-10%
CC(C)C1=NOC2(CCN(Cc3cccc4ccccc34)CC2)C1	-3%[172 µM]	-2%[138 µM]	-3	-9%[172 µM]	38%[activator][87.6 µM]	-1%[87.6 µM]	i
Nc1nc(C2CC(N)C2)cc(N2CCN(CC(=O)N3CCCCC3)CC2)n1 (stereo not drawn)	-27%	-3%	17	5%	53%[activator]	-12%	i
CCn1ncc(N2CCCC(CC(=O)Nc3ccc(Cl)cc3)C2)cc1=O (stereo not drawn)	?	?	-5	?	2%	5%	i
COc1ccc(Cl)cc1NC(=O)c1ccc2c(c1)CCN2S(C)(=O)=O	nt	nt	29	nt	-13%	9%	nt
O=C(c1cccs1)N1CCC2(CC1)SCC(=O)N2c1ccc(Cl)cc1	-22%	-26%	-11	-2%	1%	-16%	?
COc1ccc(NC(=O)c2nc(C(O)c3ccccc3F)oc2C)cn1 (stereo not drawn)	?	-9%[138 µM]	-19	6%[172 µM]	-9%[87.6 µM]	3%[87.6 µM]	i
CC(C)CCNC(=O)c1ccc(-c2nnc3ccc(NC(=O)C4CCC4)cn23)cc1	-28%	-16%	-7	-12%	6%	-14%	-16%
CCc1ccc(NC(=O)Cn2c(N3CCC(C)CC3)nc(C)cc2=O)cc1	45µM*	?	16	-1%	-17%	-2%	4%
CNC(=O)Cn1nc(C2CCN(C(=O)c3cccs3)CC2)c2c1CCOC2	-1%	i	6	-1%	1%	-2%	-11%
O=C(NCC1(O)CCCCC1)C1CCN(c2nc(-c3ccccc3)nc3c2CCC3)CC1	?	-30%	4	3%	-12%	-1%	i
COc1ccc(Nc2ccnc(N3CCCC(C(=O)NC4CC4)C3)n2)cc1 (stereo not drawn)	?	?	10	nt	15%	2%[12.5 µM]	i
Cc1cc(Br)ccc1NC(=O)C(Cc1ccccc1)NS(=O)(=O)c1ccc(Br)s1 (stereo not drawn)	nt	nt	4	nt	-13%	-15%	nt
COc1cccc(CNC(=O)Cc2csc3nc(-c4ccccc4)cn23)c1	nt	nt	-5	nt	13%	-22%	nt
O=C(NCC1CC1)c1nc2cccnc2n(C2CCCC2)c1=O	?	?	10	nt	-9%[87.6 µM]	-17%[87.6 µM]	-1%[88.5 µM]
CC(=O)N1CCN(c2nc3c(s2)CC(C(=O)NCc2cc(F)cc(F)c2)CC3)CC1 (stereo not drawn)	?	-18%	8	15%	18%	2%	-11%
CCOc1ccc(NC(=O)CSc2nc(-c3ccc(OC)cc3)nc3c2Cc2c(CO)cnc(C)c2O3)cc1	nt	nt	14	nt	11%	14%	nt
CN1CCN(C(=O)c2nc3sccn3c2-c2ccccc2)CC1	i	-3%[138 µM]	0	nt	-15%[87.6 µM]	-6%[87.6 µM]	-4%[88.5 µM]
COc1ccc(-n2ncc(C(=O)N3CCN(C(=O)c4ccco4)CC3)c2C2CCN(C(=O)OC(C)(C)C)CC2)cc1	nt	nt	-2	nt	-3%	1%	nt
CCCCS(=O)(=O)NC(Cc1ccc(OCCCCC2CCNCC2)cc1)C(=O)O (stereo not drawn)	nt	nt	-5	nt	nt	9%	3%
O=C1CC(c2ccccc2)N(C(=O)CNS(=O)(=O)c2cccc3cccnc23)CCCCCCN1 (stereo not drawn)	-16%	?	2	0%	-10%	-19%	i
CCC1Oc2ccc(NC(=O)COC)cc2CN(Cc2ccc(F)cc2)C1=O (stereo not drawn)	?	-22%	4	1%	11%	3%	2%
NC1CCCCN(C(=O)CCn2cc(Cl)cn2)C1 (stereo not drawn)	-2%	1%	0	5%	13%	5%	i
Cc1oc(-c2ccccc2F)nc1Cn1c(SCc2cccc(C(F)(F)F)c2)nc2ccncc21	nt	nt	-2	nt	-10%	5%	nt

Sorted by molar mass (rising): 7 of the compounds above.
SMILES	HEK293 tox	NIH3T3 tox	IP6K1 inhibitor	FLuc inh	SNCA expr inh	SNCA viab count	GPT2 inh
O=C(NCC1CC1)c1nc2cccnc2n(C2CCCC2)c1=O	?	?	10	nt	-9%[87.6 µM]	-17%[87.6 µM]	-1%[88.5 µM]
CN1CCN(C(=O)c2nc3sccn3c2-c2ccccc2)CC1	i	-3%[138 µM]	0	nt	-15%[87.6 µM]	-6%[87.6 µM]	-4%[88.5 µM]
CCC1Oc2ccc(NC(=O)COC)cc2CN(Cc2ccc(F)cc2)C1=O (stereo not drawn)	?	-22%	4	1%	11%	3%	2%
O=C1CC(c2ccccc2)N(C(=O)CNS(=O)(=O)c2cccc3cccnc23)CCCCCCN1 (stereo not drawn)	-16%	?	2	0%	-10%	-19%	i
Cc1oc(-c2ccccc2F)nc1Cn1c(SCc2cccc(C(F)(F)F)c2)nc2ccncc21	nt	nt	-2	nt	-10%	5%	nt
CCOc1ccc(NC(=O)CSc2nc(-c3ccc(OC)cc3)nc3c2Cc2c(CO)cnc(C)c2O3)cc1	nt	nt	14	nt	11%	14%	nt
COc1ccc(-n2ncc(C(=O)N3CCN(C(=O)c4ccco4)CC3)c2C2CCN(C(=O)OC(C)(C)C)CC2)cc1	nt	nt	-2	nt	-3%	1%	nt
